# Screens (PubChem BioAssay)
# Neddyl block – inhibitors of cullin neddylation, primary screen, biochemical, TR-FRET, uHTS, NAE and Ubc12; calls only at 25 µM; hit rate 0.58% among 360,000; AID 651699, 2012; in the data active means inhibition above about 36%
# FAS-TE inh – FAS thioesterase domain inhibitors, primary screen, biochemical, fluorescence intensity, uHTS | recombinant FAS-TE, OMFH fluorogenic substrate, fluorescence endpoint | inhibition, % at 15 µM | hit rate 0.67% among 360,000 | AID 602261, 2012;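 active means compounds whose normalised, plate-corrected inhibition of enzyme fluorescence in the single-dose primary screen is 50% or more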;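 further: 0% = DMSO with enzyme and 100% = substrate without enzyme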
# SKN-1 block – suppressors of acrylamide-induced Pgst-4::GFP reporter in worms, primary screen, SKN-1 inhibitor project, whole organism, uHTS, GFP/RFP fluorescence ratio, strain VP596; hit rate 0.49% among 360,000; C. elegans VP596 Pgst-4::GFP/RFP ratio, 24 h; inhibition, % at 21.8 µM;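 active means interference check ratio from 0.5 to 1.5 plus GFP to RFP signal ratio inhibition reaching or exceeding a fixed threshold, cut at about 30% in these data, passing the limit was not always enough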; further: some compounds called inactive have numbers as strong as hits
# MsrA inh – bovine MsrA enzyme inhibitors, primary screen, biochemical, absorbance, HTS. Methionine sulfoxide reductase A (Bos taurus). purified bovine MsrA, absorbance read-out. inhibition, % at 15.5 µM. hit rate 0.75% among 360,000; in the data active means inhibition above about 4.5%;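 further: 0% = vehicle wells with enzyme and 100% = reference inhibitor wells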
# Rin1-Abl PPI inh – inhibitors of Rin1-Abl protein binding, primary screen, biochemical, TR-FRET. inhibition, % at 7.35 µM. Tyrosine-protein kinase ABL1 (Homo sapiens) + Ras and Rab interactor 1 (Homo sapiens), …. hit rate 0.4% among 360,000; in the data active means inhibition above about 5%, passing the limit was not always enough
# MT1-MMP act inh – blockers of MT1-MMP proenzyme processing, primary screen, HT1080 RFP-PRO-GFP cells, GFP/RFP fluorescence; hit rate 0.061% among 360,000; GFP/RFP ratio fluorescence, overnight; percent of plate control window, DMSO zero; AID 651647, 2012; GFP/RFP ratio change, % at 20 µM; Matrix metalloproteinase-14 (Homo sapiens), P50281;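 active means GFP/RFP ratio change of at least 30% with cell ATP level not reduced by more than half and red fluorescence within 50% of control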; further: strong numbers were not always called active
#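 system = RFP-PRO-GFP reporter HT1080 cells | dosing = 20 µM single dose, 1% DMSO | timing = overnight cell settling, then overnight compound exposure, 37 °C, 5% CO2 | read-out basis = GFP/RFP fluorescence ratio | controls = DMSO and RFP-L50D-GFP cell wells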
# bovine MsrA act – bovine MsrA enzyme activators, primary screen, biochemical, absorbance, HTS | Methionine sulfoxide reductase A (Bos taurus) | purified bovine MsrA, absorbance read-out | activation, % at 10.6 µM | hit rate 0.3% among 360,000; in the data active means activation above about 7.5%;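 further: 0% = vehicle and 100% = reference activator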
# eLon inh – inhibitors of E. coli Lon protease, primary screen, biochemical, fluorescence polarization. hit rate 0.42% among 360,000. inhibition, % at 7.94 µM. purified E. coli Lon protease. P0A9M0. AID 602123, 2011; in the data active means inhibition above about 13%, passing the limit was not always enough;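 further: 0% = enzyme with probe and DMSO and 100% = no enzyme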
# Target sequence (P0A9M0 whole entry, looked up): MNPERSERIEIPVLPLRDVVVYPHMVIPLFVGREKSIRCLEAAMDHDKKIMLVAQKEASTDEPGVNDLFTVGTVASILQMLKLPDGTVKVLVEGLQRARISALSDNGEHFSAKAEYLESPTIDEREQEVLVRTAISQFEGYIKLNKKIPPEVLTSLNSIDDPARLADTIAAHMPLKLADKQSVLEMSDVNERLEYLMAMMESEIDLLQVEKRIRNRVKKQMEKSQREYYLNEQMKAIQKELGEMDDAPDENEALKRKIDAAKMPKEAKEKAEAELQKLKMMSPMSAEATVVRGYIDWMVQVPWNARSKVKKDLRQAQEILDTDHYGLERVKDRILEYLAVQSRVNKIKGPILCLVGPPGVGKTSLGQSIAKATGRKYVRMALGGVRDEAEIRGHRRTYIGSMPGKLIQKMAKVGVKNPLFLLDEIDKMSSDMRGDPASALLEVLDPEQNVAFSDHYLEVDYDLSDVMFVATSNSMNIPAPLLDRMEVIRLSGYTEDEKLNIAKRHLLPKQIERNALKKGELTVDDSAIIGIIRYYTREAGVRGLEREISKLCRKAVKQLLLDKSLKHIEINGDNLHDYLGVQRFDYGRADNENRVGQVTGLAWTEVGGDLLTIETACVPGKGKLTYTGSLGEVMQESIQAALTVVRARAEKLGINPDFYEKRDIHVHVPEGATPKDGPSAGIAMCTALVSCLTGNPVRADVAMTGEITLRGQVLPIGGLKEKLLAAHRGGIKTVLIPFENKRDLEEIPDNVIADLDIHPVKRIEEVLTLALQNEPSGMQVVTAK
# NRP1-CendR mod – modulators of CendR peptide binding to NRP-1, primary screen, biochemical, fluorescence polarization, uHTS; Neuropilin-1 (Homo sapiens), O14786; FAM-RPARPAR peptide binding to NRP-1; inhibition, % at 25 µM; hit rate 0.85% among 360,000; AID 602438, 2012;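 active means inhibition or corrected inhibition above about 18%, plus a signal ratio from 0.5 to 1.5, limit read from the data, passing the limit was not always enough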; further: strong numbers were not always called active
# Active calls of the source: *; i = inactive; x = not tested or not shown.
no.	SMILES	Neddyl block	FAS-TE inh	SKN-1 block	MsrA inh	Rin1-Abl PPI inh
1	CC(C)OCCCNC(=O)C1CCC(CNS(=O)(=O)c2ccc(Cl)cc2)CC1 (configuration not stated)	i	-9	-7	0.0	1
2	Cc1ccc(/C([O-])=C(/C(=S)NCCN2CCOCC2)[n+]2ccccc2)cc1[N+](=O)[O-]	i	-5	-5	0.8	-1
3	CCOc1ccc(C(=S)NC2CCCCC2)cc1OCC	i	0	17	-0.1	-1
4	CCC1(c2ccccc2)NC(=O)N(C)C1=O (configuration not stated)	i	-9	-13	0.6	-1
5	COc1cc(C(=O)N2CCCCC2)ccc1OCC(=O)Nc1ccc(F)cc1	i	0	-8	-0.4	1
6	Cc1ccc(S(=O)(=O)Nc2ccccc2C(=O)Nc2nc(-c3ccc(F)cc3)cs2)cc1	x	56*	8	-0.2	1
7	CCC(=O)Nc1ccc(C(=O)Nc2c[nH]c(=O)[nH]c2=O)cc1	i	-3	16	1.4	4
8	O=C(CSc1nccn1-c1ccc(Cl)cc1)Nc1ccc2c(c1)OCO2	i	6	-8	-0.6	1
9	O=C(NCCc1cccc(F)c1)C1CC(O)CN1C(=O)Nc1ccccc1 (configuration not stated)	i	-3	-6	-0.8	-6
10	O=C1COc2ccc(C(=O)c3ccccc3C(=O)O)cc2N1	i	-16	4	0.0	-3

no.	MT1-MMP act inh	bovine MsrA act	eLon inh	NRP1-CendR mod
1	-5	-9	12	2
2	0	-10	5	3
3	3	-7	5	0
4	3	-6	-4	-1
5	3	-3	3	9
6	-29	-4	-1	6
7	0	-3	-1	1
8	0	-3	-9	16
9	-5	3	-14	-3
10	-4	-2	-6	4

# Single entries from the list:
# Cc1ccc(/C([O-])=C(/C(=S)NCCN2CCOCC2)[n+]2ccccc2)cc1[N+](=O)[O-] in SKN-1 block: -5
# O=C(NCCc1cccc(F)c1)C1CC(O)CN1C(=O)Nc1ccccc1 (configuration not stated) in FAS-TE inh: -3

# The list continues.
no.	SMILES	Neddyl block	FAS-TE inh	SKN-1 block	MsrA inh	Rin1-Abl PPI inh
11	N/C(=N\OC(=O)c1ccc(Cl)cc1Cl)c1ccc(Cl)cc1	i	3	-14	-0.7	2
12	CC(=O)N/C(=C\c1ccccc1)C(=O)OCc1cccc(S(=O)(=O)N(C)C)c1	i	6	11	0.4	0
13	O=C(CSc1ncn[nH]1)N1N=C2/C(=C/c3ccccc3)CCCC2C1c1ccccc1 (configuration not stated)	i	-137	11	0.7	-2
14	NC(=O)C1CCN(C2CC(=O)N(Cc3ccc(N4CCCC4=O)cc3)C2=O)CC1 (configuration not stated)	i	-10	5	-0.4	4
15	O=C(O)COc1ccc(NC(=O)c2ccco2)cc1	i	-6	8	1.0	2
16	CCOC(=O)Cn1c(N)c(C(=O)OC)sc1=S	i	-7	-10	3.7	-5
17	CSc1[nH]c(=O)c(C(=O)O)cc1C#N	i	-5	-4	0.8	-1
18	Oc1ccccc1/C=N/N1CCCCC1	i	-2	3	0.2	3
19	CCn1c(=O)c2c(nc(SCC(=O)NCC3CCCO3)n2C)n(C)c1=O (configuration not stated)	i	-8	8	-0.5	-1
20	Cc1ccc(S(=O)(=O)N2C[C@H]3n4c(=O)ccc(=O)n4C[C@H](OC(=O)Nc4cccs4)[C@@]3(O)C2)cc1	i	-9	-8	-0.4	-2

no.	MT1-MMP act inh	bovine MsrA act	eLon inh	NRP1-CendR mod
11	x	-10	9	30*
12	2	0	-4	-1
13	-6	-2	1	5
14	4	-2	-3	4
15	3	0	-4	-3
16	2	-4	3	0
17	10	2	1	-25
18	-1	5	-1	-5
19	4	3	-3	0
20	-3	-3	-9	-9

# Another view of part of the listing above:
# Second line of a record: Neddyl block | FAS-TE inh | SKN-1 block | MsrA inh | Rin1-Abl PPI inh | MT1-MMP act inh | bovine MsrA act | eLon inh | NRP1-CendR mod
8) O=C(CSc1nccn1-c1ccc(Cl)cc1)Nc1ccc2c(c1)OCO2
→ i | 6 | -8 | -0.6 | 1 | 0 | -3 | -9 | 16
9) O=C(NCCc1cccc(F)c1)C1CC(O)CN1C(=O)Nc1ccccc1 (configuration not stated)
→ i | -3 | -6 | -0.8 | -6 | -5 | 3 | -14 | -3
10) O=C1COc2ccc(C(=O)c3ccccc3C(=O)O)cc2N1
→ i | -16 | 4 | 0.0 | -3 | -4 | -2 | -6 | 4
11) N/C(=N\OC(=O)c1ccc(Cl)cc1Cl)c1ccc(Cl)cc1
→ i | 3 | -14 | -0.7 | 2 | x | -10 | 9 | 30*
12) CC(=O)N/C(=C\c1ccccc1)C(=O)OCc1cccc(S(=O)(=O)N(C)C)c1
→ i | 6 | 11 | 0.4 | 0 | 2 | 0 | -4 | -1
13) O=C(CSc1ncn[nH]1)N1N=C2/C(=C/c3ccccc3)CCCC2C1c1ccccc1 (configuration not stated)
→ i | -137 | 11 | 0.7 | -2 | -6 | -2 | 1 | 5
14) NC(=O)C1CCN(C2CC(=O)N(Cc3ccc(N4CCCC4=O)cc3)C2=O)CC1 (configuration not stated)
→ i | -10 | 5 | -0.4 | 4 | 4 | -2 | -3 | 4
15) O=C(O)COc1ccc(NC(=O)c2ccco2)cc1
→ i | -6 | 8 | 1.0 | 2 | 3 | 0 | -4 | -3
16) CCOC(=O)Cn1c(N)c(C(=O)OC)sc1=S
→ i | -7 | -10 | 3.7 | -5 | 2 | -4 | 3 | 0
17) CSc1[nH]c(=O)c(C(=O)O)cc1C#N
→ i | -5 | -4 | 0.8 | -1 | 10 | 2 | 1 | -25

# 2 compounds picked at random from those above:
no.	SMILES	Neddyl block	FAS-TE inh	SKN-1 block	MsrA inh	Rin1-Abl PPI inh
16	CCOC(=O)Cn1c(N)c(C(=O)OC)sc1=S	i	-7	-10	3.7	-5
18	Oc1ccccc1/C=N/N1CCCCC1	i	-2	3	0.2	3

no.	MT1-MMP act inh	bovine MsrA act	eLon inh	NRP1-CendR mod
16	2	-4	3	0
18	-1	5	-1	-5

# The listing continues:
no.	SMILES	Neddyl block	FAS-TE inh	SKN-1 block	MsrA inh	Rin1-Abl PPI inh
21	CC(C)(O)CC[C@@H](O)[C@](C)(O)C1CC[C@@]2(O)C3=CC(=O)[C@@H]4C[C@@H](O)[C@@H](O)C[C@]4(C)C3CC[C@]12C (some centres not stated)	i	-5	-3	-0.3	3
22	Clc1cccc(CN2CCCCCC2)c1Cl	i	-4	21	-1.0	0
23	CC1CCN(C(=O)C2CCN(S(=O)(=O)c3cccc4nsnc34)CC2)CC1	i	-3	-7	-0.3	0
24	CCc1ccccc1NC(=S)N(Cc1cccs1)C1CCCC1	i	19	6	-0.7	-7
25	COc1ccccc1N(CC(O)Cn1c2ccccc2c2ccccc21)S(=O)(=O)c1ccccc1 (configuration not stated)	i	19	7	-0.5	3
26	CSc1nc2ccccc2n1CC(=O)N1CCCCC1	i	-1	-9	0.3	-2
27	CN(Cc1cn(Cc2ccccc2)nc1-c1ccc2c(c1)OCO2)Cc1nccn1C	i	-6	-5	0.0	1

no.	MT1-MMP act inh	bovine MsrA act	eLon inh	NRP1-CendR mod
21	-3	-2	-7	0
22	0	-1	-7	-8
23	1	-2	1	4
24	3	-4	1	-8
25	-4	-3	-1	-10
26	-2	0	-5	-5
27	-4	-8	8	0
